TR SRC2 fluor cs – Texas Red fluorescence interference in TRb-SRC2 counter-screen | TRb/SRC2 Texas Red total fluorescence interference | AID 1479 | 0.29% of 280,000 active | Potency, µM (highest dose often 106 µM), without a hit: top-dose fluorescence change, negative = quenching; active means well fitted curve in either direction with a large enough effect; inconclusive means small, poorly fitted or top-dose-only effect
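Flags fluorescent or light-absorbing compounds by total fluorescence, S + 2P, at 555 nm excitation and 632 nm emission. Mixture: 20 nM Texas Red SRC2 peptide, 0.6 uM human TRb LBD, 1 uM T3, 5% DMSO; compound exposure 5 h at ambient temperature.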
TRb-SRC2 inh – inhibitors of human thyroid hormone receptor beta-SRC2 interaction | Potency, µM (highest dose often 106 µM), for inactives: at the top dose activity change, negative = inhibition, actives largely listed as inhibitors | P10828 | TRbeta-SRC2 peptide binding, fluorescence polarization; receptor liganded with 1 µM T3 | 0.065% of 280,000 active;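 further: plate controls were bound peptide for no effect and peptide without receptor for full effect; nearly all actives have a fitted effect of over 50% in size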
Target sequence (P10828 whole entry, looked up): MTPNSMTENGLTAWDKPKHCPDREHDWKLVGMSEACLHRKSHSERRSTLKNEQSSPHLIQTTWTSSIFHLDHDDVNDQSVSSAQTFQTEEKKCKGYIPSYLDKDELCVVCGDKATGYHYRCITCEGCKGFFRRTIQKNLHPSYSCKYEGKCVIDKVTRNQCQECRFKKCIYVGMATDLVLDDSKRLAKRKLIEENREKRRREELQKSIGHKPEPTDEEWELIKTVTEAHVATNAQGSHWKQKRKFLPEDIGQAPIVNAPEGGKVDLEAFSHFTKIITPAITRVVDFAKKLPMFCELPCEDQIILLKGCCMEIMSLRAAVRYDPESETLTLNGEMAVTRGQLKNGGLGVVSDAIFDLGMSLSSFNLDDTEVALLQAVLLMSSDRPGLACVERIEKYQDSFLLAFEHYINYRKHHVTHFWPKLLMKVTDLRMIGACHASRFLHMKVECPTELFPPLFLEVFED
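A fluorescence polarization screen tested compounds at multiple concentrations against complex formation between 0.6 uM TRb ligand-binding domain and 20 nM Texas Red SRC2 peptide, with 1 uM T3 present; readout after 5 hr.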
L3MBTL1 block – inhibitors of human L3MBTL1; Q9Y468; AlphaScreen L3MBTL1–H3K9me1 peptide binding; Potency, µM (titrated, usually from 57.1 µM), for inactives: top-dose activity, negative = inhibition, most hits filed as inhibitors; 0.66% of 230,000 active; AID 485360; further: nearly all actives have a fitted effect of over 60% in size
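L3MBTL1 (50 nM) pre-complexed 30 min with biotinylated H3(1-15)K9me1 peptide (75 nM), then compounds added for 30 min at room temperature; AlphaScreen streptavidin donor/nickel chelate acceptor beads (10 ug/mL final) read after 30 min dark incubation.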
Tau fibril FP – tau fibrillization inhibition (FP); 0.39% of 280,000 active; AID 1468; P10636; Potency, µM (titrated, usually from 57.7 µM), for inactives: at the highest dose activity, negative = inhibition, usual class: inhibitors; K18 P301L tau heparin fibrillization, Alexa594 FP, 6 h; further: nearly all actives have a fitted effect of over 55% in size
Target sequence (P10636 561-689 P618L limits assumed): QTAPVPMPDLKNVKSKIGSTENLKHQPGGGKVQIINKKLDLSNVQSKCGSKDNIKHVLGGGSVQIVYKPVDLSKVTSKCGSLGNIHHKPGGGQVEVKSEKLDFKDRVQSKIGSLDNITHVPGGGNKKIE
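Quantitative HTS format: compounds meet 15 uM recombinant K18 P301L tau and Alexa 594-tau tracer in 100 mM sodium acetate pH 7; 20 uM heparin triggers fibrillization at 37 C over 6 hr; FP gives the signal.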
aGal spleen mod – inhibits or activates alpha-galactosidase in human spleen homogenate | AID 2107 | 0.008% of 240,000 active | Potency, µM (series often up to 80 µM), for inactives: at the top dose activity change, negative = inhibition, actives largely listed as inhibitors | human spleen homogenate, 4MU-alpha-Gal fluorescence, 40 min | P06280;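 further: 0% = enzyme with vehicle and -100% = no enzyme basal signal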
Target sequence (P06280 32-429 limits assumed): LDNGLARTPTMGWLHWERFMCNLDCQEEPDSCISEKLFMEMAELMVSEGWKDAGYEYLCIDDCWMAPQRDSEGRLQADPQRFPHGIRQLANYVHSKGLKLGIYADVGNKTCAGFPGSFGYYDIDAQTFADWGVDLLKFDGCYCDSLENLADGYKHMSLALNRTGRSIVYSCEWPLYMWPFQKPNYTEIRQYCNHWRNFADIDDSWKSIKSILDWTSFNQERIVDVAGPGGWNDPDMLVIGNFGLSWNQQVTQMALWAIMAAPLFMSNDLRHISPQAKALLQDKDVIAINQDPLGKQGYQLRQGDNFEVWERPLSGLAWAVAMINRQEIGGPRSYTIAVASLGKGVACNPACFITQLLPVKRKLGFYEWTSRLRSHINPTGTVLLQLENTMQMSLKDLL
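Human spleen homogenate (1 ug) as enzyme source, 4-methylumbelliferyl-alpha-D-galactopyranoside 1 mM final, citrate/phosphate pH 5.0 with 0.01% Tween-20. Compounds 40 min at 37C, NaOH/glycine stop; fluorescence Ex 365/Em 440, Hill-fit AC50.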
Tau fluor cs – counter-screen for tau fibril formation inhibitors | tau K18 P301L Alexa594 fluorescence, heparin fibrillization | Potency, µM (highest dose often 57.7 µM), for the others: top-dose activity change, negative = decrease | 0.93% of 280,000 active; further: nearly all actives have a fitted effect of over 55% in size
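Human K18 P301L tau (15 uM unlabeled plus 0.24 uM Alexa 594-labeled, final) in 100 mM sodium acetate pH 7 was mixed with compound and 20 uM heparin and incubated 6 hr at 37 C.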
ALDH1A1 block – ALDH1A1 (human) enzyme inhibition | P00352 | Purified ALDH1A1, NADH fluorescence, propionaldehyde substrate | Potency, µM (series often up to 75.3 µM), for the others: top-dose activity, negative = inhibition, usual class: inhibitors | 7.3% of 220,000 active; active means well fitted inhibition curve with a large enough effect, not every such curve was filed as active; inconclusive means small, poorly fitted or top-dose-only effect, or another doubt; inactive means no such curve, though single readings can be large or run the other way;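 further: plate controls were no enzyme wells and a reference inhibitor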
Tau ThT inhib – tau fibrillization inhibition (ThT binding) | 2.1% of 270,000 active | Potency, µM (doses to about 57.4 µM), for inactives: at the top dose activity, negative = inhibition, hits mostly inhibitors | P10636 | recombinant tau K18 P301L (four-repeat tau fragment), heparin-induced fibrillization, ThT fluorescence; further: nearly all actives have a fitted effect of over 55% in size
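K18 P301L tau (15 uM + 0.24 uM Alexa 594-tagged), heparin 20 uM, NaOAc pH 7, 6 h 37 C; ThT 30 uM, 1 h RT, ex 450/em 510 nm.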
Active calls of the source: *; u = inconclusive; x = not tested or not shown; [ ] = another dose, or the depositor's remark. Unless noted, the call rests on the fitted dose curve; in most records, active means well fitted curve in the direction sought with a large enough effect; inconclusive means small, poorly fitted or top-dose-only effect, or another doubt; inactive means no such curve, though single readings can be large; an effect the other way counts as inactive or inconclusive. Unless noted, on the % scale 0 is the no-effect control and ±100 the full control effect; potency means the concentration at half of the fitted maximal effect.

item | structure | L3MBTL1 block | Tau ThT inhib | TRb-SRC2 inh | ALDH1A1 block | aGal spleen mod | Tau fluor cs | TR SRC2 fluor cs | Tau fibril FP
1 | COc1ccc(C/C(C)=N/NC(=S)Nc2ccc(C)c(C)c2)cc1 | 2% | u | 0% | 24µM* | 1% | -22% | -1% | 4%
2 | COc1ccc(NC(=O)C(Sc2ccccc2)c2ccccc2)c(OC)c1 (centres undefined) | 13% | -12% | 2% | -7% | -3% | -28% | -5% | 2%
3 | CCOc1cc(C(=O)Nc2c(C)ccc3nsnc23)cc(OCC)c1OCC | 19%[11.4 µM] | -3% | 4% | u | 5% | 1% | -2% | -1%
4 | O=C(Nc1ccccn1)C1COc2ccccc2O1 (centres undefined) | 23%[11.4 µM] | -3% | -2% | -4% | 2% | -6% | 1% | 4%
5 | CCCCC(C(=O)NC1CCCC1)N(Cc1ccco1)C(=O)Cn1nnc(-c2ccc(F)cc2)n1 (centres undefined) | x | -10% | 2% | -1% | 5% | -12% | -3% | -7%
6 | CCC(=O)N(Cc1cc(=O)[nH]c2ccccc12)c1cccc(C)c1 | -3% | -18% | -13% | 40µM* | -1% | -7% | -1% | 0%
7 | CC(Sc1nnc(-c2cccnc2)n1-c1ccccc1F)C(=O)N1CCCc2ccccc21 (centres undefined) | -2% | -5% | 2% | 2% | 4% | -4% | 3% | 6%
8 | O=C(N=C1c2ccccc2CN1c1ccc(F)c(F)c1)c1cccnc1 | -24% | -9% | 1% | 14µM* | 7% | -11% | -5% | 2%
9 | C#CCOCCOCCOCCNc1nc(N2CCN(C(=O)Cn3cc(CC(C)O)nn3)CC2)nc(N2CCN(C(=O)[C@H](CCCCN)n3cc(CCC(=O)O)nn3)CC2)n1 (some centres undefined) | 0% | -1% | 1% | 4% | 3% | 3% | 0% | 5%
10 | Cc1ccccc1C(=O)Nc1nnc(SCc2cc(=O)n3ccccc3n2)s1 | x | 1% | -4% | x | x | 0% | 0% | -2%
11 | O=C(O)C1CN(CCCP(=O)(O)O)CCN1 (centres undefined) | x | -3% | -25% | 1% | -9% | -11% | u | -4%
12 | O=C(O)/C(=C/c1cccnc1)NC(=O)c1ccccc1 | 12% | -17% | 6% | 3% | 2% | -11% | 0% | 8%

Next entries follow:
item | structure | L3MBTL1 block | Tau ThT inhib | TRb-SRC2 inh | ALDH1A1 block | aGal spleen mod | Tau fluor cs | TR SRC2 fluor cs | Tau fibril FP
13 | Clc1ccc(-c2cn3c(n2)CCC3)cc1 | -7% | -11% | -1% | 4% | 18% | -2% | -6% | 8%
14 | COc1ccc(CCNC(=O)NC23CC4CC(CC(C4)C2)C3)cc1OC | -1% | -10% | -6% | -6% | 3% | -13% | -7% | -5%
15 | COc1cccc(C(=O)Nc2c(C(=O)NC(C)(C)C)oc3ccccc23)c1 | x | 3% | 1% | x | x | -25% | 3% | -17%
16 | Cn1c(-c2ccc(Br)cc2)cnc1NCc1cccnc1 | 2% | -10% | -1% | 10µM* | 4% | -4% | 3% | 11%
17 | O=C(O)CNS(=O)(=O)c1ccc(Br)s1 | 10% | 2% | 2% | 4% | -3% | 4% | -12% | 3%
18 | CSCC[C@H](NC(=O)C1CCCC1)c1nc2ccccc2[nH]1 | x | -6% | -1% | 2% | 3% | -2% | 1% | 2%
19 | COC(=O)c1ccccc1NC(=O)NC1CCC(C)CC1 (centres undefined) | -5% | -6% | 2% | u | 6% | -9% | 1% | -7%
20 | CC1CC(=O)Nc2ccccc2S1(=O)=O (centres undefined) | x | 2% | 4% | -14% | 3% | 5% | -1% | 3%
21 | O=C(CC1N=C2c3ccccc3N=C(SCc3ccccc3F)N2C1=O)NCc1ccc2c(c1)OCO2 (centres undefined) | x | -18% | -8% | x | x | -10% | 2% | 5%
22 | CC(C)(C)NC(=O)COC(=O)c1nsc(Cl)c1Cl | 2% | -14% | -10% | 14% | 0% | -1% | -2% | 4%
23 | CNc1ccc(C(=O)c2ccccc2C(=O)O)cc1[N+](=O)[O-] | 0% | -3% | -2% | 1% | 6% | 3% | -4% | -7%
24 | CCOC(=O)c1ccc(NC(=O)C2(c3ccc(Cl)cc3)CCCC2)cc1 | 7% | -8% | -2% | -6% | 7% | -20% | 0% | -9%

Next section
item | structure | L3MBTL1 block | Tau ThT inhib | TRb-SRC2 inh | ALDH1A1 block | aGal spleen mod | Tau fluor cs | TR SRC2 fluor cs | Tau fibril FP
25 | CCOC(=O)CSc1nc2sc3c(c2c(=O)n1-c1ccccc1)CCC(C(C)(C)C)C3 (centres undefined) | x | -17% | 1% | x | x | -13% | -2% | u
26 | CC(C)Oc1ccccc1NC(=O)CSc1nccn1C | x | 0% | 0% | x | x | -9% | -1% | -15%
27 | Cc1ccc(C)c(N2CCN(C(=O)c3cccn3-c3nnc(N4CCCCC4)s3)CC2)c1 | x | u | -5% | x | x | -13% | -1% | 8%
28 | O=C(OCc1ccccc1Cl)c1ccc(-n2cnnc2)cc1 | 7% | -6% | -1% | -15% | 13% | -5% | -4% | -3%
29 | COC(=O)c1ccc(C(=O)OC)c(NC(=S)N2CCN(c3ccc(F)cc3)CC2)c1 | -14% | u | 1% | u | 8% | u | 1% | -5%
30 | O=S(=O)(/C(=C/c1ccc(C(F)(F)F)cc1)c1nc2ccccc2[nH]1)c1ccccc1 | -12% | 28µM* | -1% | u | 1% | -12% | 0% | u
31 | CC(C)(C)OC(=O)N1CCC(c2c(C(=O)N3CCc4ccccc4C3)cnn2-c2ccc(F)cc2)CC1 | x | -16% | 10% | x | x | -7% | -4% | -7%
32 | O=C(NCc1ccco1)c1nc2ccccc2s1 | 3% | -6% | 5% | u | 8% | -7% | 1% | -8%
33 | CCn1nc(C(=O)OCC(=O)c2ccc3c(c2)OCCO3)c2ccccc2c1=O | -8% | -17% | 11% | u | 0% | -23% | 1% | -13%
34 | Cc1ccc2cc(CN(C)C(=O)c3cccc(Cl)c3)c(=O)[nH]c2c1 | x | -6% | -9% | x | x | -14% | -42% | -10%
35 | CC1=CC(C)C(C(=O)O)C(C(=O)O)C1 (centres undefined) | -29% | 1% | -4% | u | 11% | -1% | -1% | -8%
36 | Cc1ccc(/C=N/NC(=O)c2cccc(S(=O)(=O)Nc3cccc(Cl)c3)c2)o1 | 3% | 8% | -4% | -36% | 1% | 3% | -2% | u

(further entries)
item | structure | L3MBTL1 block | Tau ThT inhib | TRb-SRC2 inh | ALDH1A1 block | aGal spleen mod | Tau fluor cs | TR SRC2 fluor cs | Tau fibril FP
37 | O=C(NNC(=O)C1CCC(C(=O)NNC(=O)c2cccs2)CC1)c1cccs1 (centres undefined) | 13% | -3% | -3% | 2% | 3% | -1% | -2% | 0%
38 | COc1ccccc1C(=O)NC(=S)Nc1ccc(N2CCOCC2)c(Cl)c1 | x | u | 4% | 11µM* | 4% | u | -3% | -15%
39 | O=C1c2ccccc2NC(c2ccccn2)N1NS(=O)(=O)c1ccccc1 (centres undefined) | x | -1% | 2% | u | 6% | -8% | -1% | 3%
40 | CN1C(=O)C(O)(CC(=O)c2ccncc2)c2ccccc21 (centres undefined) | x | -2% | -2% | u | -3% | 1% | -3% | 3%
41 | O=C1CC(NCc2ccccc2F)C(=O)N1c1ccccc1 (centres undefined) | 6% | 0% | 4% | -5% | -4% | 6% | -6% | 2%
42 | CCO[C@H]1OC(C(=O)NCc2nc3ccccc3[nH]2)=C[C@@H](C)[C@@H]1CCCO | 10% | -9% | 5% | -1% | -7% | -1% | -4% | -2%
43 | Cc1nc(-c2ccccc2)sc1-c1ccc(SCC(=O)NCc2ccccc2)nn1 | x | -3% | -5% | x | x | -10% | -1% | -10%
44 | Cc1ccc(N=CC=C2OC(C)(C)C(C)(C)O2)c(C)c1 | 4% | -6% | 6% | u | 4% | -1% | -1% | 5%
45 | COCCN(CCOC)c1ncnc2c1cnn2-c1ccc(Cl)cc1 | 5% | -25% | -8% | -8% | 7% | -18% | -1% | 9%
46 | Cn1c(SCc2nc(-c3ccccc3)no2)nnc1-c1ccco1 | -6% | u | 0% | -10% | -6% | 2% | 0% | 6%
47 | COCCCN=CC1=C(O)CC(C)(C)CC1=O | 5% | 1% | -6% | 0% | 9% | -1% | 0% | -1%
48 | CCc1ccc(S(=O)(=O)c2nnn3c2nc(NC(C)C)c2cc(Cl)ccc23)cc1 | x | 1% | 0% | x | x | -8% | -11% | -13%
49 | O=C(Cn1cnc2onc(-c3ccc(F)cc3)c2c1=O)N1CCN(c2ccc(F)cc2)CC1 | x | -15% | 0% | x | x | u | -3% | -7%
50 | COC(C(=O)Nc1ccc(S(=O)(=O)Nc2ccc(F)cc2)cc1)c1ccccc1 (centres undefined) | 6% | -5% | 5% | 6% | -3% | -20% | -2% | 10%

8 of these compounds, set out differently:
#37 O=C(NNC(=O)C1CCC(C(=O)NNC(=O)c2cccs2)CC1)c1cccs1 (centres undefined)
#38 COc1ccccc1C(=O)NC(=S)Nc1ccc(N2CCOCC2)c(Cl)c1
#39 O=C1c2ccccc2NC(c2ccccn2)N1NS(=O)(=O)c1ccccc1 (centres undefined)
#40 CN1C(=O)C(O)(CC(=O)c2ccncc2)c2ccccc21 (centres undefined)
#41 O=C1CC(NCc2ccccc2F)C(=O)N1c1ccccc1 (centres undefined)
#42 CCO[C@H]1OC(C(=O)NCc2nc3ccccc3[nH]2)=C[C@@H](C)[C@@H]1CCCO
#43 Cc1nc(-c2ccccc2)sc1-c1ccc(SCC(=O)NCc2ccccc2)nn1
#44 Cc1ccc(N=CC=C2OC(C)(C)C(C)(C)O2)c(C)c1

| Assay by compound | 37 | 38 | 39 | 40 | 41 | 42 | 43 | 44 |
| --- | --- | --- | --- | --- | --- | --- | --- | --- |
| L3MBTL1 block | 13% | x | x | x | 6% | 10% | x | 4% |
| Tau ThT inhib | -3% | u | -1% | -2% | 0% | -9% | -3% | -6% |
| TRb-SRC2 inh | -3% | 4% | 2% | -2% | 4% | 5% | -5% | 6% |
| ALDH1A1 block | 2% | 11µM* | u | u | -5% | -1% | x | u |
| aGal spleen mod | 3% | 4% | 6% | -3% | -4% | -7% | x | 4% |
| Tau fluor cs | -1% | u | -8% | 1% | 6% | -1% | -10% | -1% |
| TR SRC2 fluor cs | -2% | -3% | -1% | -3% | -6% | -4% | -1% | -1% |
| Tau fibril FP | 0% | -15% | 3% | 3% | 2% | -2% | -10% | 5% |
